# CHOP UPR activ: apoptotic UPR (CHOP) activation. AID 449763. CHO-CHOP luciferase reporter, luminescence; percent of tunicamycin response over DMSO baseline. activation, % at 10 µM. 330,000 tested, 0.34% active;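 active = at 10 µM dose, activation of 40% or more, normalized to positive control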;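 also: 100% = tunicamycin at 10 µg/mL and 0% = DMSO alone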
#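 Assay system: CHO cells with stable CHOP pathway luciferase reporter; Buffer or medium: F12 plus 10% serum; Times: 16-18 h cell attachment, then 6 h compound exposure, 37 °C; Signal: luciferase luminescence; Read-out basis: percent activation relative to tunicamycin control; Control set: tunicamycin high control, DMSO low control.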
# tim23-1 inh: tim23-1 yeast growth inhibition. 330,000 tested, 1.3% active. S. cerevisiae tim23-1 growth, BacTiter-Glo luminescence, 24 h. inhibition, % at 20 µM. AID 463212;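 active = growth inhibition of the mutant yeast at or above 50%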;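 also: temperature-sensitive mutant grown at 25 °C; plate controls were DMSO-treated mutant yeast for no effect and medium wells lacking yeast for full effect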
# APJ ag: agonists of human APJ apelin receptor. P35414. CHO-K1 APJ PathHunter beta-arrestin, luminescence; 0% DMSO wells, 100% apelin. activation, % at 20 µM. 330,000 tested, 0.11% active. AID 2520;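 active = activation more than six SD over the plate average, tested at 20 µM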;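 also: 0% = DMSO alone and 100% = apelin-13 at 10 nM; some results filed as inactive read as strong as hits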
# Target sequence (P35414 whole entry, looked up): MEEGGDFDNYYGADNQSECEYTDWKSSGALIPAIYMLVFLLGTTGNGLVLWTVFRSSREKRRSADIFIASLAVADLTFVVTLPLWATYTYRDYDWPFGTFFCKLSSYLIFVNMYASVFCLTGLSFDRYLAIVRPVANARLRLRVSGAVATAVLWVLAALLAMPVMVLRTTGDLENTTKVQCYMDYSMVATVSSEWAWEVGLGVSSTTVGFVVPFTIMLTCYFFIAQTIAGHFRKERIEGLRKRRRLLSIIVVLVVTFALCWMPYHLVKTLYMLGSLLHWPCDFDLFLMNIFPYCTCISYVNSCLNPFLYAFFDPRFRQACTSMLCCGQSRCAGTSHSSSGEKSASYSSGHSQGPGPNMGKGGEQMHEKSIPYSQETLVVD
#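 Material: engineered CHO-K1 APJ arrestin reporter cells; amount: 1000 CHO-K1 reporter cells seeded per well; incubation: compound stimulation 90 min at 25 °C, detection 60 min; signal: luminescent beta-gal fragment complementation, chemiluminescent substrate; read-out basis: APJ agonist activity; controls: DMSO-only wells as negative, 10 nM Apelin-13 as positive control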
# 697 NFkB inh: inhibitors of the PMA/ionomycin-induced NF-kB reporter in 697 B cells. inhibition, % at 4 µM. 697 B-cell NF-kB luciferase reporter, 16 h. 330,000 tested, 0.33% active; in the data active = inhibition above about 35%
# APJ antag: APJ receptor antagonism. 330,000 tested, 0.32% active. inhibition, % at 20 µM. P35414. AID 2521. CHO-K1 APJ beta-arrestin complementation, luminescence;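 active = inhibition above about 40% at 20 µM, limit read from the data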;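 also: cells challenged with 10 nM apelin-13 agonist together with compound; plate controls were apelin-13 plus DMSO wells for no effect and DMSO wells lacking apelin-13 for full effect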
# Jurkat NFkB inh: inhibitors of the PMA/ionomycin-induced NF-kB reporter in Jurkat cells. PMA/ionomycin-induced NF-kB luciferase reporter, luminescence. inhibition, % at 4 µM. 330,000 tested, 0.53% active. AID 435003; in the data active = inhibition above about 50%
# UPR XBP1 act: adaptive UPR (XBP1) activation; CHO-XBP1 luciferase reporter, IRE1-XBP1 UPR activation, luminescence; percent of tunicamycin response, DMSO as zero; 330,000 tested, 0.33% active; activation, % at 20 µM;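 active = versus positive control, 20 µM dose yields 30% or more activation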;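 also: 100% = tunicamycin at 10 µg/mL and 0% = DMSO only wells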
#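 Signal: luciferase luminescence; Assay system: CHO-XBP1 luciferase reporter cells; Amount: one thousand reporter cells per well; Dosing: 20 µM single concentration, DMSO 1%; Benchmarks: high control tunicamycin 10 µg/mL final, low control DMSO vehicle only; Schedule: 6 h compound exposure at 37 °C, 5% CO2; Evaluation: percent activation relative to tunicamycin reference.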
# Mdm2 MdmX PPI: disrupts the human Mdm2-MdmX interaction; O15151+Q00987; SaOS-2 split-luciferase Mdm2/MdmX complementation, luminescence; inhibition, % at 8 µM; 330,000 tested, 3% active; AID 485346;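 active = inhibition of at least 50% at 8 µM in the primary screen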
# * = called active by the depositor; nt = no result given.
# The line under a structure holds: CHOP UPR activ | tim23-1 inh | APJ ag | 697 NFkB inh | APJ antag | Jurkat NFkB inh | UPR XBP1 act | Mdm2 MdmX PPI
1) Cc1cccc(C)c1NC(=O)CN(C)C(=O)c1ccc(COc2ccccc2)cc1
    1.4 | -1 | -5 | -22 | -6 | -27 | -1 | 13
2) c1ccc(CNc2nc(NCc3ccco3)nc(N3CCOCC3)n2)cc1
    -3.2 | 15 | -1 | -19 | 7 | 8 | -4 | -15
3) Cc1nc2cc(-c3cccc(F)c3)nn2c(N2CCN(C(=O)c3ccco3)CC2)c1C
    3.3 | 0 | -3 | -67 | -8 | 0 | 8 | -5
4) CCOC(=O)N1CCN(C(=O)CSc2ccc(-c3ccccc3)nn2)CC1
    1.3 | 12 | 2 | 4 | 0 | 2 | 0 | -3
5) COc1ccccc1NS(=O)(=O)c1cc(NC(=O)C2=NNC(=O)CC2)ccc1C
    0.1 | -7 | -1 | 14 | 11 | 9 | -1 | 12
6) C#CCOCCOCCOCCNc1nc(N2CCN(C(=O)[C@H]([C@@H](C)CC)n3cc(CCCCN)nn3)CC2)nc(N2CCN(C(=O)[C@H](C)n3cc(CCCN=C(N)N)nn3)CC2)n1
    -0.9 | 3 | -4 | 24 | 11 | 4 | 2 | 9
7) O=C1CCCC(=O)C1CS(=O)(=O)c1ccccc1
    -1.7 | 10 | 5 | 16 | 5 | 2 | 0 | -1
8) Cc1ccc(-c2nc(-c3ccccn3)no2)cc1
    -9.7 | 39 | -4 | 26 | -9 | 69* | -10 | 86*
9) O=C(CCNC(=O)Cn1ccc2ccccc2c1=O)NCc1ccc(F)cc1Cl
    1.7 | 0 | 0 | 1 | 19 | -2 | -2 | 17
10) O=C(CN1CCCCCC1)Nc1ccccc1Cl
    -0.7 | -12 | -1 | 7 | 10 | -9 | -3 | -8
11) O=C(Cc1ccc(Cl)cc1)OCC(=O)c1ccc[nH]1
    6.4 | 22 | -1 | 16 | -8 | 12 | 1 | 1
12) CCOc1ccccc1NC(=O)[C@@H](NC(=O)c1ccccc1F)C(C)C
    2.0 | 25 | -2 | 10 | 0 | -7 | -2 | 5
13) CCn1c(SCC(=O)Nc2cc(NC(C)=O)ccc2OC)nnc1-c1ccccn1
    -0.2 | 17 | -2 | -7 | 1 | 7 | 2 | -2
14) CSc1nnnn1-c1cccc(O)c1
    0.1 | 9 | -4 | 2 | 8 | -6 | 2 | -12
15) COC(=O)c1cccc(N(C(=O)c2cnccn2)C(C(=O)NC2CCCCC2)c2cn(C)nc2C)c1 (centres undefined)
    -0.5 | 16 | -2 | -3 | 13 | -1 | 2 | 4
16) N#Cc1ccccc1CN1C(=O)NC(Cc2c[nH]c3ccccc23)C1=O (centres undefined)
    2.0 | 8 | 2 | 19 | 4 | 6 | -2 | 16
17) CC1(C)CC(=O)C2=C(C1)N(c1ccccc1C#N)C(N)=C(C#N)C2c1cccs1 (centres undefined)
    -0.2 | 0 | 1 | -11 | 10 | -26 | 0 | -3
18) CSc1ccccc1NC(=O)c1onc(C)c1Cl
    -1.2 | -10 | -3 | 7 | 10 | -2 | -3 | 0
19) COCCn1c(SCC(=O)NCc2ccc3c(c2)OCO3)nc2ccccc2c1=O
    -2.0 | 3 | -5 | -2 | 5 | 13 | 4 | 17
20) CCCSc1nnc2n(N)c(=O)c3ccccc3n12
    1.4 | -3 | 0 | 5 | -18 | -1 | 1 | -7
21) O=Cc1ccccc1OCCOc1ccc([N+](=O)[O-])cc1
    -1.5 | 58* | -4 | 3 | 1 | -8 | 3 | 13
22) COc1ccc(N2C(=O)C3CCCN3C2c2ccc(F)cc2)cc1Cl (centres undefined)
    1.6 | 14 | -5 | -7 | 7 | 0 | 1 | 23
23) CC(C(=O)Nc1nccs1)c1ccc([N+](=O)[O-])cc1 (centres undefined)
    -1.2 | 5 | -4 | 4 | 0 | -4 | 1 | 7
24) Cc1cc(OCC(=O)N2CCC(C(N)=O)CC2)c2c(C)c(C)c(=O)oc2c1
    4.6 | 7 | 0 | 26 | -13 | -1 | 0 | 17
25) COc1ccc(C2C(C(=O)c3cccs3)=C(O)C(=O)N2Cc2cccnc2)cc1OC (centres undefined)
    0.7 | 21 | -3 | -38 | -4 | -8 | -3 | 6
26) O=S(=O)(NCCc1ccccc1)c1ccc(F)cc1Br
    4.6 | 36 | nt | 11 | nt | nt | 2 | -2
27) CCCC(=O)Nc1cc2c3c(c1)CCN3C(=O)CC2
    2.8 | 10 | 0 | 2 | 9 | 5 | 0 | 14
28) CCCc1nc2ccc(NC(=O)NCCC(=O)OCC)cc2c(=O)n1Cc1cccc(Cl)c1
    3.1 | 3 | 2 | 2 | 10 | 14 | -4 | -6
29) O=C(NCc1ccccc1)NC(O)C(Cl)(Cl)Cl (centres undefined)
    -0.7 | 9 | -1 | 14 | -7 | -3 | -3 | 9
30) CCSc1nnnn1-c1ccccc1
    -0.5 | -6 | -1 | 13 | 17 | 12 | 4 | 25
31) COc1ccccc1C(=O)NCCCCNC(=O)c1ccccc1OC
    -1.0 | 22 | -1 | 9 | 14 | 11 | 0 | -1
32) COc1ccc(CN2CCC(n3nccc3NC(=O)C3CCCC3)CC2)cc1
    3.3 | -11 | -1 | 4 | 15 | 11 | -2 | 9
33) CC(=O)c1cccc(NC(=O)CC2S/C(=N/N=C/c3cccs3)NC2=O)c1 (centres undefined)
    1.3 | -8 | -3 | 2 | 9 | 16 | 0 | 15
34) O=C1CSC(=S)N1c1ccc(F)c(Cl)c1
    -1.3 | 36 | -3 | 6 | 12 | 8 | -3 | 26
35) CCC1S/C(=N/N=C/c2cccs2)NC1=O (centres undefined)
    0.1 | 21 | -2 | -2 | 18 | 4 | 0 | 14
36) O=C(Nc1ccc(CN2CCS(=O)(=O)CC2)cc1)c1ccccc1
    -0.5 | -1 | -1 | -13 | -1 | -15 | 0 | -15
37) CC1Cc2ccccc2N1C(=O)CN(C)CC(=O)Nc1cccc(F)c1 (centres undefined)
    0.4 | 26 | -3 | 11 | 27 | -1 | -2 | 3
38) Cc1cc(C(=O)Nc2cccc(O)c2)c(C)o1
    -1.0 | -11 | -2 | 14 | -4 | 4 | -2 | -6
39) Cn1cnnc1SCC(=O)Nc1ccc(Cl)cn1
    -0.9 | 7 | -2 | 7 | 10 | -3 | 2 | 2
40) C(=N\n1cnnc1)/c1ccc(OCc2cccc3ccccc23)cc1
    4.2 | 41 | 2 | -38 | -3 | 12 | 1 | -18

# Profiles as entered above. Screens in order: CHOP UPR activ	tim23-1 inh	APJ ag	697 NFkB inh	APJ antag	Jurkat NFkB inh	UPR XBP1 act	Mdm2 MdmX PPI
# CCSc1nnnn1-c1ccccc1 reads -0.5	-6	-1	13	17	12	4	25
# C(=N\n1cnnc1)/c1ccc(OCc2cccc3ccccc23)cc1 reads 4.2	41	2	-38	-3	12	1	-18
# CC(=O)c1cccc(NC(=O)CC2S/C(=N/N=C/c3cccs3)NC2=O)c1 (centres undefined) reads 1.3	-8	-3	2	9	16	0	15
# CCCc1nc2ccc(NC(=O)NCCC(=O)OCC)cc2c(=O)n1Cc1cccc(Cl)c1 reads 3.1	3	2	2	10	14	-4	-6

# Next section
# The line under a structure holds: CHOP UPR activ | tim23-1 inh | APJ ag | 697 NFkB inh | APJ antag | Jurkat NFkB inh | UPR XBP1 act | Mdm2 MdmX PPI
41) CC(C)CCNC(=O)c1ccc(Cl)c(N)c1
    2.4 | 5 | -2 | -4 | -4 | -16 | 0 | -22
42) Cc1ccc(C(=O)NNC(=O)c2ccc(S(=O)(=O)N(C)c3ccccc3)cc2)cc1
    0.7 | 19 | -3 | 12 | -29 | 2 | -1 | 7
43) COc1ccc(-c2cn[nH]c2N)c(OC)c1
    -0.8 | 1 | 0 | 15 | 2 | 13 | -2 | 34
44) O=C(CP(=O)(c1ccccc1)c1ccccc1)Nc1nc2ccccc2s1
    2.7 | 0 | -2 | 4 | -1 | 2 | -5 | 3
45) COC(=O)N[C@@H]1C[C@H]2[C@@H]3CC[C@H]4C[C@@H](OC)CC[C@]4(C)[C@H]3CC[C@@]12C
    0.0 | 17 | -3 | -17 | -5 | -7 | 1 | 13
46) CCn1nc(NS(=O)(=O)c2cccc3nonc23)c2cc3ccc(C)cc3nc21
    0.6 | 9 | -6 | 6 | -5 | -4 | -2 | 4
47) COc1cccc([C@@H]2CC=C(C(=O)O)[C@H](c3ccc(F)cc3)N2S(=O)(=O)c2ccc(C)cc2)c1
    1.1 | 0 | -8 | 16 | 7 | -13 | 3 | 16
48) CN(CC(=O)Nc1ccc2c(c1)OCCO2)S(=O)(=O)c1cccc2cccnc12
    0.6 | 7 | -2 | -10 | -4 | -9 | -1 | 13
49) COc1cc(NC(=O)CN2C(=O)C(C)N(c3ccc(C)cc3)C2=O)cc(OC)c1 (centres undefined)
    3.3 | -2 | 8 | -10 | 14 | -4 | 0 | 6
50) Cc1csc(SCCn2c(N3CCN(c4ccccc4)CC3)nc3c2c(=O)[nH]c(=O)n3C)n1
    -3.6 | 9 | -2 | 8 | 17 | 10 | 3 | 16
51) CCCOc1ccc(Br)cc1CSC(=N)N
    4.9 | -2 | 2 | -24 | -3 | 27 | 1 | 34
52) CCCc1ccc2oc(C(=O)N3CCN(c4cnccn4)CC3)c(C)c2c1
    1.7 | 26 | -3 | -10 | 11 | 11 | -1 | 0
53) CCOC(=O)C1=CN(Cc2cccc(F)c2)S(=O)(=O)N(CC)C1c1ccc(C(F)(F)F)cc1 (centres undefined)
    12 | 32 | nt | -8 | nt | nt | 1 | 23
54) COc1ccccc1NC(=O)c1cc2ccc(O)cc2o/c1=N\O
    1.6 | 17 | -5 | 3 | -2 | -24 | 7 | 20
55) c1ccc(-c2nnc3sc(-c4cc5ccccc5o4)nn23)cc1
    -1.2 | -5 | -1 | -2 | -9 | 3 | 1 | 25
56) O=C(c1cc([N+](=O)[O-])ccc1N1CCCCC1)N1CCc2ccccc21
    0.6 | 24 | -6 | -24 | 13 | 49 | -2 | 45
57) CCOc1ccc(S(=O)(=O)c2c[nH]c3ccccc3c2=O)cc1
    1.9 | 23 | -2 | -7 | -6 | -16 | 2 | -8
58) CC1CC(=S)Nc2ccccc2S1 (centres undefined)
    -0.7 | -11 | -4 | -3 | 10 | 4 | 1 | 23
59) Cc1ccc2c(c1)NC(=O)[C@@]1(C)[C@@H](c3ccccc3)[C@H]3COc4ccc(Cl)cc4[C@@H]3N1C2=O
    -0.2 | 38 | -2 | -9 | 8 | 10 | 2 | 38
60) CC(NC(=S)Nc1ccc(OC(F)F)cc1)c1ccc(F)cc1 (centres undefined)
    -2.1 | 27 | 0 | 2 | 10 | -3 | 0 | 5

# Among those listed so far, these have a nitro group on carbon:
# The line under a structure holds: CHOP UPR activ | tim23-1 inh | APJ ag | 697 NFkB inh | APJ antag | Jurkat NFkB inh | UPR XBP1 act | Mdm2 MdmX PPI
21) O=Cc1ccccc1OCCOc1ccc([N+](=O)[O-])cc1
    -1.5 | 58* | -4 | 3 | 1 | -8 | 3 | 13
23) CC(C(=O)Nc1nccs1)c1ccc([N+](=O)[O-])cc1 (centres undefined)
    -1.2 | 5 | -4 | 4 | 0 | -4 | 1 | 7
56) O=C(c1cc([N+](=O)[O-])ccc1N1CCCCC1)N1CCc2ccccc21
    0.6 | 24 | -6 | -24 | 13 | 49 | -2 | 45
